Prostate diff – activators of LNCaP prostate cell differentiation, primary screen, flow cytometry side scatter | side scatter shift, % at 10 µM | 4 d | actives 0.56% (n = 24,000) | AID 795, 2007;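 active means side scatter shift above 30%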;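 further: androgen-responsive LNCaP prostate cancer cells in charcoal-stripped serum medium; percent of cells past a gate set so DMSO wells show 10% shift; higher shift means more granular cells and more differentiation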
VLA-4 allo ag – enhancers of LDV-FITC binding to VLA-4 integrin, primary screen, Jurkat cells, flow cytometry; 24,000 tested, under 10 active; AID 528, 2006; activation, % at 10 µM (by protocol); Integrin alpha-4 (Homo sapiens), P13612;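 active means fluorescent ligand binding to cells raised by more than 40% of the manganese-induced maximum; inconclusive means compound's own fluorescence above 85% of the ligand control signal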;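 further: 0% = ligand binding without compound and 100% = manganese-stimulated maximal binding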
Target sequence (P13612 whole entry, looked up): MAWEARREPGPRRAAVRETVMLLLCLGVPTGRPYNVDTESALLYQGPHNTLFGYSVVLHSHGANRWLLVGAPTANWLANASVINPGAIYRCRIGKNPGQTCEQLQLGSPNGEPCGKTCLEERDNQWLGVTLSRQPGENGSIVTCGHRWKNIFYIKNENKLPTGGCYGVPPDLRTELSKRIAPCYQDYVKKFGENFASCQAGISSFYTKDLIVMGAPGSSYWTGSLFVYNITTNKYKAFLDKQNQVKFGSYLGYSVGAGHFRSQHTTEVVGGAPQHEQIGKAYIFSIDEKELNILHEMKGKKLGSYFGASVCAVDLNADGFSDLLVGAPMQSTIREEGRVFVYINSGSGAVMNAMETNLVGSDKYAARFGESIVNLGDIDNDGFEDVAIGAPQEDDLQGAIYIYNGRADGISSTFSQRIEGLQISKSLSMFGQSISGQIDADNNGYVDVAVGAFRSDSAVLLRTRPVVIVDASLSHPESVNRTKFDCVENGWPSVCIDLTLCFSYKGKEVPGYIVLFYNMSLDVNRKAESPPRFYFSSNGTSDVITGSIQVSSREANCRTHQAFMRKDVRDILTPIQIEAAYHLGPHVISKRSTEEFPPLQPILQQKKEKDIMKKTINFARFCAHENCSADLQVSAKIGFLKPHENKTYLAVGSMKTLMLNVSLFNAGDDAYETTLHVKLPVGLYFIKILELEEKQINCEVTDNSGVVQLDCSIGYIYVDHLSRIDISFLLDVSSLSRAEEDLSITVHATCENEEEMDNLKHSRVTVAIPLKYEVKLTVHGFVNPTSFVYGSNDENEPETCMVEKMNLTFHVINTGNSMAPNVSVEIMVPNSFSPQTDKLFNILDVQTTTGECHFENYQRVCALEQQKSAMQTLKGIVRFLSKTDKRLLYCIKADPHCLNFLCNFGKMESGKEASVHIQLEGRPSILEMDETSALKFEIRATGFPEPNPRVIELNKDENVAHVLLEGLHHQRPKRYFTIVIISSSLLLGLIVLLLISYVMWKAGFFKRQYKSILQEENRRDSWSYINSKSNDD
Jurkat autofluor – compound autofluorescence on Jurkat cells, primary screen, artefact control for VLA-4 allosteric ligand project, cell-based, flow cytometry | fluorescence ratio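 (tested at 10 µM compound in the well)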 | AID 576, 2007 | stronger effect = higher value; 1 = vehicle-only cell background | actives 0.61% (n = 24,000);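 active means fluorescence ratio above 2.44, which is 1 plus 3 SD of all ratios; inconclusive means signal too bright to measure linearly, ratio around 10 or more; inactive means fluorescence ratio below 2.44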;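 further: green fluorescence of cells measured with 488 nm excitation and 530 nm emission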
VLA-4 antagonist – inhibitors of LDV-FITC binding to Mn2+-activated VLA-4, primary screen, Jurkat cells; LDV-FITC binding with Mn2+, flow cytometry; 100% = Mn2+-driven binding gain fully reversed; actives 0.2% (n = 24,000); inhibition, % at 10 µM (by protocol);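 active means inhibition above 50%; inconclusive means compound itself fluorescent, judged against control cell fluorescence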;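 further: 0% = Mn2+ stimulated cells lacking compound and 100% = ligand binding without Mn2+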
* marks the source's active call; other numbers are inactive results; ? = inconclusive; · = not tested or not shown. Not all compounds are listed; the hit share may differ from the screen's.

VLA-4 antagonist,VLA-4 allo ag,Prostate diff,Jurkat autofluor,canonical_smiles
-15,-5,4,1.2,O=C(NCc1ccc2c(c1)OCO2)c1ccc2c(=O)n(C3CCCC3)c(=O)[nH]c2c1
-10,2,14,1.1,COCCNC(=O)CN1CCN(C(c2ccccc2)c2ccccc2)CC1
-18,4,7,0.97,CCCc1cn(S(=O)(=O)c2ccc(OC)cc2OC)nc1N
-19,-1,2,1,O=C(O)c1[nH]c2ccccc2c1CC(=O)N1CCOCC1
-6,2,2,1.1,OCCOCCn1c(-c2ccccc2)nc(=S)c2c1CCCC2
-7,-4,12,1.1,C=CCn1c(-c2ccc(OC)c(OC)c2)cs/c1=N\c1ccccn1
4,0,11,1,Cc1cc(C(=O)N2CCCc3ccccc32)no1
-10,6,4,1.1,Cc1cc(/C=N/n2cnnc2)c(C)n1-c1cccc(Cl)c1
3,5,4,1,O=C1CCc2cc(S(=O)(=O)NC(Cc3ccccc3)C(=O)NCC3CCCO3)ccc2N1 (configuration not stated)
9,-7,5,1.2,O=C(C1CCN(S(=O)(=O)c2cccc3cccnc23)CC1)N1CCN(c2ccc(Cl)cc2)CC1
-8,4,6,1,CCCCCCCCNC(C)C(O)c1ccc(SC(C)C)cc1 (configuration not stated)
6,-5,·,1.1,CCOc1ccccc1NC(=O)CCC(=O)O
-6,2,4,1.1,O=C(CSc1nnc(-c2ccncc2)n1-c1ccc(F)cc1)NC(=O)NCc1ccco1
-7,3,12,1.1,CN(CCCNC(=O)Cn1cc2c(n1)CCCC2)C1CCCCC1
-12,4,15,0.98,O=C(CSc1nnc2ccccn12)NCCN1C(=O)CSC1=O
-16,-8,15,1,CCN(CC)c1ccc2c(c1)C(=O)N(C)C2=O
?,?,20,0.99,O=C(NCCc1ccc(Cl)cc1)c1nnc(Cc2ccc(Cl)cc2)o1
16,-2,9,1.1,O=c1cc(N2CCc3ccccc3C2)[nH]c(=O)n1-c1ccc(Br)cc1
-6,0,11,1,Nn1c(SCC(=O)Nc2ccccc2)nnc1-c1cccnc1
-7,-3,3,1,O=C(C1CCCN(c2nnc(-n3cccc3)s2)C1)N1CCN(c2ccccc2)CC1 (configuration not stated)
19,-2,5,0.99,CCn1ccc(C(=O)Nc2ccc(S(=O)(=O)Nc3ccccc3OC)cc2)n1
4,0,2,1,Cc1ccccc1CSc1nnc(C)c(=O)[nH]1
-8,11,17,1.1,CN(C(=O)C1CCOC1)c1nnc(-c2cccnc2)s1 (configuration not stated)
?,?,7,1.2,O=C(NCc1ccccc1)c1cc(=O)nc2sc(-c3ccccc3)nn12
31,-2,1,1.1,CN(c1ccccc1)c1nc2ccsc2c(=O)s1
-12,2,3,1,CCCCc1cc2c(c(NC(C)=O)n1)c(=O)oc1ccccc12
2,-4,15,1.1,O=C(CSc1nnc(Cc2ccccc2)n1C1CCCCC1)N1CCOCC1
8,-5,4,1.1,COc1ccc(-n2c(Cc3cccn3C)nnc2SCC(=O)Nc2cc(C)cc(C)c2)cc1
-22,8,5,1.1,CCCn1c(SCC(=O)Nc2ccccc2C(=O)OCC)nc2c1c(=O)n(C)c(=O)n2C
1,-9,3,1.1,O=c1oc2ccccc2n1Cc1ccccc1Cl

Entries of single compounds, looked up by structure. Order of values: VLA-4 antagonist | VLA-4 allo ag | Prostate diff | Jurkat autofluor
`O=C(C1CCCN(c2nnc(-n3cccc3)s2)C1)N1CCN(c2ccccc2)CC1` (configuration not stated) across the screens: -7 | -3 | 3 | 1
`COc1ccc(-n2c(Cc3cccn3C)nnc2SCC(=O)Nc2cc(C)cc(C)c2)cc1` across the screens: 8 | -5 | 4 | 1.1
`O=C(NCCc1ccc(Cl)cc1)c1nnc(Cc2ccc(Cl)cc2)o1` across the screens: ? | ? | 20 | 0.99

(list continues)
VLA-4 antagonist,VLA-4 allo ag,Prostate diff,Jurkat autofluor,canonical_smiles
-24,-5,8,0.98,CCN(CC)CCOC(=O)C1(C2CCCCC2)CCCCC1
12,-2,2,0.97,Cc1csc(NC(=O)C(NS(=O)(=O)c2ccc(Br)s2)c2ccccc2)n1 (configuration not stated)
-16,4,9,0.98,COc1cc2nc(C3CCC3)n(NC(=O)C3CCCC(OC)C3)c(=O)c2cc1OC (configuration not stated)
12,0,4,1.1,Cc1c(C(=O)N2CCN(c3ncccn3)CC2)sc2nc3n(c(=O)c12)CCCC3
?,?,11,1.3,COc1ccc(CCNc2oc(COc3ccc(Br)cc3)nc2C#N)cc1OC
-1,2,13,1.1,O=C(C1CCC(=O)N1Cc1ccccc1Cl)N1CCN(c2ccc(F)cc2)CC1 (configuration not stated)
?,?,11,1.2,O=C(CN1C(=O)C2C3C=CC(C3)C2C1=O)NCCc1ccccc1Cl (configuration not stated)
-19,1,1,0.91,O=C(Nc1cccnc1)Nc1ccccn1
-10,5,2,1,COC(=O)c1cn(NC(=O)c2cnccn2)c(=O)c2ccccc12
-10,9,3,1.1,Cc1ccc(NC(=O)CCNS(=O)(=O)c2ccc3c(c2)oc(=O)n3C)cc1C
-12,2,11,0.98,COc1ccc(NC(=O)CSC2=C(C#N)C(c3ccco3)C3=C(CCCC3=O)N2)c(OC)c1 (configuration not stated)
1,-7,23,0.99,Cn1c(C(=O)O)c(CC(=O)NCc2cccnc2)c2ccccc21
-16,2,4,1,CN(C)C(C(=O)NC1CCCCC1)c1ccc(Cl)cc1 (configuration not stated)
12,3,5,1,Cc1ccc(S(=O)(=O)NCCC(=O)NC2CCCC2)cc1
1,-3,0,1.1,CCOc1ccc(N(CC(=O)NCc2ccc(F)cc2)S(=O)(=O)c2c(C)noc2C)cc1
-17,4,2,1,CCN1CCN(C(=O)CSCc2nc(-c3ccc(OC)c(OC)c3)oc2C)CC1
-5,-6,3,1.1,CCN1CCN(c2nc(C)nc3c2sc(=S)n3C)CC1
?,?,0,1.2,COc1ccc(Cc2nnc(NC(=O)c3c(-c4ccccc4)noc3C)s2)cc1OC
-24,-4,7,1,CSc1cccc(NC(=O)CN(C)S(=O)(=O)c2ccccc2)c1
-8,4,10,1,Cc1cc(NC(=O)Cc2c(F)cccc2Cl)no1
27,-4,10,1.1,O=C(CN1CCN(c2ccccn2)CC1)Nc1ccc(Oc2ccccc2)cc1
-11,0,·,1,CCn1c(=O)cc(OCC(=O)O)c2ccccc21
-15,0,12,1.1,COc1cc(-c2nc(S(=O)(=O)c3ccccc3)c(N3CCOCC3)o2)cc(OC)c1OC
13,6,5,1.1,CC1(C)N=C(c2ccc(Cl)cc2)C(=O)N1
0,-2,6,0.97,COc1cc(S(=O)(=O)N2CCN(c3ccccc3F)CC2)ccc1Cl
24,-17,14,1.1,CC(C)n1c(NCc2c[nH]c3ccccc23)nc2ccccc21
-11,4,11,0.98,Cc1cc(S(=O)(=O)NCc2ccc(S(N)(=O)=O)cc2)c(C)s1
-9,3,5,1.1,COC(=O)c1ccc2c(=O)n(NC(C)=O)c(=S)[nH]c2c1
-2,0,8,1.1,CCCN1C2CCCC1CC(NC(=O)c1ccccc1F)C2 (configuration not stated)
?,?,5,1.2,CCOC(=O)c1oc2ccc(S(=O)(=O)N3CCC(C)CC3)cc2c1C
0,1,2,1.1,COc1ccc(NC(=O)CSc2nnc(Cc3cccn3C)n2-c2ccc(OC)cc2)cc1
5,2,9,1,CCc1ccccc1-n1c(SCC(=O)Nc2ccc3c(c2)OCCO3)nc2[nH]ncc2c1=O
-1,-1,13,0.95,COCCNC(=O)C1CCN(S(=O)(=O)N2CCC3(CC2)OCCO3)CC1
-6,6,8,1,CCCC(=O)N(c1ccc(OCC)cc1)C1C=CS(=O)(=O)C1 (configuration not stated)
13,-7,6,1.1,COc1ccc(-c2cn3c(C)c(C(=O)NC(C)C)sc3n2)cc1
-12,3,5,1,CN1CCN2c3ccccc3Cc3ccccc3C2C1 (configuration not stated)
1,-1,7,1,Brc1ccc(-c2nnc3sc(CN4CCC5(CC4)OCCO5)cn23)cc1
12,-8,14,1.1,O=C(c1sc2ccccc2c1Cl)N(Cc1cccs1)C1CCS(=O)(=O)C1 (configuration not stated)
16,-3,13,1.1,O=S(=O)(c1cccc2nsnc12)N1CCc2ccccc21
-9,-12,2,1.1,CC(C)OCCCNC(=O)Cn1ncc2c(=O)oc3ccccc3c21
-25,10,14,1,CCn1c2ccccc2c2nnc(SCC(=O)NC(C(=O)OC)C(C)C)nc21 (configuration not stated)
-5,3,7,1.1,O=S(=O)(Cc1ccccc1Cl)N1CCCCC1
20,-9,8,1.1,O=C(NCCC1=CCCCC1)C1CCCN(c2nc3ccccc3o2)C1 (configuration not stated)
-8,1,6,1.1,CCCCS(=O)(=O)NC1=NCN(C2CCN(Cc3ccccc3)CC2)CN1
10,-2,9,0.98,Cc1nc2nc(C)c(CCC(=O)NCc3ccc4c(c3)OCO4)c(C)n2n1
-21,4,3,1.1,Cc1ccc(NC(=O)C2CCCN(S(=O)(=O)c3c(C)noc3C)C2)c(C)c1 (configuration not stated)
-15,-3,10,1,CCN(CC)S(=O)(=O)N1CCC(C(=O)NCc2ccc(C)cc2)CC1
-13,-1,1,0.92,O=C1CCC(C(=O)NC2(C(=O)NC3CCCCC3)CCCCC2)N1 (configuration not stated)
6,-8,15,1.1,CCCN(CCC)S(=O)(=O)c1ccc(C(=O)Nc2nnc(-c3cccc(OC)c3)o2)cc1
-5,2,8,0.98,COc1ccccc1S(=O)(=O)Cc1ccc(C(=O)NCCN2CCCCCC2)o1
-6,2,12,1,CCN1CCN(Cc2ccc(NC(=O)Nc3ccccc3OC)cc2)CC1
-28,1,6,1.1,O=C(NC1=NCCS1)c1nc(-c2ccccc2)n(-c2ccccc2)n1
5,-2,11,1.1,O=C(CSc1nnc(-c2ccco2)n1CC1CCCO1)NC1CCCC1 (configuration not stated)
13,-5,9,0.96,CCOC(=O)c1cnn(-c2ncnc3c2cnn3Cc2ccccc2)c1N
-3,-3,7,0.97,O=C(NCc1ccco1)c1ccccc1Nc1ccc(F)cc1
-13,1,10,1,CC(=O)Nc1c(OC(C)=O)ccc2c(C)cc(=O)oc12
20,-15,·,0.98,CCCc1cc(-c2n[nH]c(C)c2-c2ccc(C(=O)OCC)o2)c(O)cc1O
-2,5,7,1,CS(=O)(=O)N1CCC(C(=O)NCCC2=CCCCC2)CC1
10,-2,4,1,CCOc1ccccc1-c1nc(-c2ccc(NC(=O)Cc3ccc(OC)cc3)cc2)no1
-2,2,11,1,COc1ccc(OC)c2[nH]c(=O)c(CCNC(=O)CC(C)C)cc12

Continuation.
VLA-4 antagonist,VLA-4 allo ag,Prostate diff,Jurkat autofluor,canonical_smiles
-6,-6,20,0.94,CCCC(=O)Nc1cc(-c2nnc(OC)c3ccccc23)ccc1N1CCOCC1
-1,0,7,0.99,Cc1ccc(S(=O)(=O)NCC(=O)NC2CCCC2)cc1
?,-4,1,0.97,CCOCCCNC(=O)c1cn(CC(C)C)c(=O)c2cc(OC)c(OC)cc12
-10,-8,7,0.96,CC(C)(Oc1ccc(CCNC(=O)c2ccc(Cl)cc2)cc1)C(=O)O
-6,4,12,0.99,Cc1nc2ccc(NC(=O)N3CCOCC3)cc2s1
-4,1,3,1,CCOC(=O)CSCc1nc(-c2ccc(Cl)cc2)oc1C
?,?,8,1.9,CCOC(=O)CN(C)Cc1c[nH]c2ccccc12
-10,-18,5,0.99,O=C(Nc1ccc(S(=O)(=O)N2CCCCCC2)cc1)c1ccco1
0,2,4,1,COc1cc(OC)c(C2CC(=O)N3CN(C)CSC3=C2C#N)cc1OC (configuration not stated)
12,-5,6,0.96,COc1ccc(CNC(=O)C2CCCN(c3nc4ccccc4o3)C2)c(OC)c1 (configuration not stated)

Three compounds already listed, sorted by the value under Prostate diff, falling.
| SMILES | Prostate diff |
| --- | --- |
| CCOC(=O)CN(C)Cc1c[nH]c2ccccc12 | 8 |
| CC(C)(Oc1ccc(CCNC(=O)c2ccc(Cl)cc2)cc1)C(=O)O | 7 |
| CCOC(=O)CSCc1nc(-c2ccc(Cl)cc2)oc1C | 3 |

High-throughput results deposited in PubChem by NMMLSC.
